INS-1E GSIS act – primary screen for activators of insulin secretion dependent on glucose, INS-1E cells, GLuc reporter luminescence; INS-1E GLuc reporter insulin secretion, 2-3 h; activation, % at 16.6 µM; 0.61% of 370,000 active; AID 743287;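 active = lowest replicate activation of at least 40%, so every replicate reaches that level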;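 also: 0% = median of neutral control wells and 100% = median of IBMX positive control wells; some compounds called inactive have numbers as strong as hits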
Casp6 inh – caspase-6 (human) enzyme inhibition; P55212; purified caspase-6, Z-VEID-R110 cleavage fluorescence; inhibition, % at 12.5 µM; 0.53% of 350,000 active; AID 686996;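 active = mean inhibition across replicates at least about 35%, with every replicate also reaching that limit, limit read from the data; inconclusive = only one of the two criteria met; inactive = neither criterion met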;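 also: 0% = median of neutral control wells and 100% = no fluorescence left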
DENV2 CPE – DENV2-induced cell death inhibition | DENV2-infected cells, cytopathic effect rescue, plate reader | CPE inhibition, % at 9.99 µM | 1.7% of 350,000 active | AID 651640; in the data active = CPE inhibition above about 20%, passing the limit was not always enough; inconclusive = no clear call, values can overlap the other calls; tested in BHK-21 cells;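 also: 0% = median of neutral control wells and 100% = median of positive control wells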
RAD54 inh – blocks human RAD54 Holliday junction branch migration; 0.14% of 360,000 active; FAM/BHQ fluorescence; inhibition, % at 10.4 µM; Q92698;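 active = mean normalized replicate activity at least 40 and at least half of replicates scoring 40 or more; inconclusive = only one of the two criteria met; inactive = mean below 40 and under half of replicates reaching 40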;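 also: 0% = median of neutral control wells and 100% = median of positive control wells; inhibitors cause a drop in the FAM fluorescence signal; in these data hits start at about 50%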
RAD52 anneal inh – blocks human RAD52 DNA annealing; P43351; recombinant RAD52 DNA annealing, FRET fluorescence; inhibition, % at 18.7 µM; 0.46% of 360,000 active; AID 651710;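 active = every replicate showing at least 50% inhibition; inconclusive = mean inhibition at least 50% but not in every replicate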
Target sequence (P43351 whole entry, looked up): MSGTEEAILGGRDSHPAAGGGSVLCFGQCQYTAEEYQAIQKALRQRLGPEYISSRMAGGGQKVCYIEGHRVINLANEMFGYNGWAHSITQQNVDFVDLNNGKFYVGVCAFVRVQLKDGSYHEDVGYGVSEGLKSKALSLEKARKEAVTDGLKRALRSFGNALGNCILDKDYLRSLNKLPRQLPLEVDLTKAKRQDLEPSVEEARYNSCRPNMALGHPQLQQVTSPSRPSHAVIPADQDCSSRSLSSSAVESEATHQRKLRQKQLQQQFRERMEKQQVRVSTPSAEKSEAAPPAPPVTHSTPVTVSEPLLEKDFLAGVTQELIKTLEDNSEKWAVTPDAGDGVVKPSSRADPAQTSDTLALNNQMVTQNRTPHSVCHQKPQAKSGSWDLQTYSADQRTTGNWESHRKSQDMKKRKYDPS
XiGFP reactiv – X-chromosome reactivation activator; XiGFP mouse fibroblasts, % GFP-positive cells imaging, 3 d; cells co-treated with 5-aza-dC sensitizer; scaled so ellipticine positive control = 100%; 0.055% of 360,000 active; activation, % at 7.58 µM;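 active = mean normalized replicate activation at least 10% and every replicate at or above 10%; inconclusive = only one of the two criteria met; inactive = mean below 10% and not all replicates reach 10%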;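 also: 0% = median of on-plate neutral control wells and 100% = ellipticine 6 µM median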
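System: 68-5-11 XiGFP fibroblast line | Buffer or medium: DMEM containing 5-aza-dC | Compound: Single point | Times: Compounds 3 days, fix/stain 15 min at room temperature | Benchmarks: Positive control ellipticine, 6 µM final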
E-selectin induc – induces E-selectin expression in human endothelial cells; P16581; HUVEC E-selectin immunofluorescence imaging; normalized: neutral wells 0, TNF-alpha wells 100; activation, % at 7.58 µM; 0.37% of 260,000 active; AID 686992;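 active = mean E-selectin-positive cell signal at least 10% of the positive control, reached in at least 60% of replicates, without over 20% cell loss; inconclusive = no rule given, readout overlaps actives, possibly toxicity-flagged; inactive = the rest, including those meeting only one limit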;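 also: in these data hits start at about 27%; measured in HUVEC primary endothelial cells; signal is the percent of cells scored E-selectin positive by PE staining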
Target sequence (P16581 whole entry, looked up): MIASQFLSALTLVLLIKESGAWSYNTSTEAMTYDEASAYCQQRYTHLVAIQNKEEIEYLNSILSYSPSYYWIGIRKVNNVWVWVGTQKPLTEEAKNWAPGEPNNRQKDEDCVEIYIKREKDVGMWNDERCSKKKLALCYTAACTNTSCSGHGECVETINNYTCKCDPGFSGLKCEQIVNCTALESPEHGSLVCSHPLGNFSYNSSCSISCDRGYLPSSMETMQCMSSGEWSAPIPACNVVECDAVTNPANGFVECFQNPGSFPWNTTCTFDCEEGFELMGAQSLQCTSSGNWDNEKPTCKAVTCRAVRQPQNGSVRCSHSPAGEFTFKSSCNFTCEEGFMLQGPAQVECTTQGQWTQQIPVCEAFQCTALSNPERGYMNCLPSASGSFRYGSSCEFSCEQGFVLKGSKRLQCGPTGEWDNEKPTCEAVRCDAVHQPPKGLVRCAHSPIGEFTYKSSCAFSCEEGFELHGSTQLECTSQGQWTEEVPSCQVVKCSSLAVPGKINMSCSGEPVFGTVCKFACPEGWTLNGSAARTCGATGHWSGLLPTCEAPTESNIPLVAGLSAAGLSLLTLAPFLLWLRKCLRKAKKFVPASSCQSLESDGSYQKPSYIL
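assay system = HUVEC, human umbilical vein endothelial cells | input = 3,000 HUVEC seeded per well | medium = EGM-2 growth medium on 0.1% gelatin-coated wells | dosing = one compound dose added by pin transfer | signal = immunofluorescence imaging | read-out basis = % PE-positive cells | control set = TNF-alpha, DMSO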
CFTR F508del cor – correctors of CFTR F508del function in bronchial epithelial cells. activity (quench increase), % at 7.58 µM. CFBE cells, YFP halide quenching; stimulated with forskolin plus potentiator P3; % fluorescence drop versus neutral controls. 0.36% of 350,000 active;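 active = mean added fluorescence quench of at least 8% versus neutral control, with both replicates also reaching 8%; inconclusive = only one of the mean or replicate conditions met; inactive = mean below 8% and not both replicates reaching 8%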;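 also: cells transiently co-express mutant CFTR-F508del with the halide-sensitive YFP; corrector assay measuring rescue of mutant channel to the surface after 24 h compound exposure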
* hit, by the source's call; ? = inconclusive; nt = not tested or not shown; & = joins results of further samples; ! = not confirmed by another sample. Some of the compounds tested, so the mix of outcomes need not match the whole.

SMILES	INS-1E GSIS act	Casp6 inh	DENV2 CPE	RAD54 inh	RAD52 anneal inh	XiGFP reactiv	E-selectin induc	CFTR F508del cor
CCC(=NCc1ccco1)c1c(O)n(-c2ccc(Cl)cc2)c(=O)[nH]c1=O	-17.5	-0.4	-3.6	-4.8	-56.3	0.1	-0.2	0.1
CCN(CC)CCCOC(=O)C(OC)(c1ccccc1)c1ccccc1	6.1	-10.1	2.7	-4.3	1.4	nt	nt	4.5
CCC(=O)OC1(Cc2ccc(CC)cc2)CC(C)N(C)CC1C (configuration not stated)	nt	-2.7	-2.9	nt	-8.6	0.1	4.1	-1.5
CC(C)c1ccccc1NC1=NCCCS1	-13.0	0.8	-8.1	-1.0	-11.2	0.2	nt	1.8
CS(=O)(=O)c1ccc(C2=C(CNC(=O)c3ccc([N+](=O)[O-])cc3)[C@H]3CC[C@@H](C2)N3CCOc2ccccc2)cc1	-20.3	1.5	19.7	1.9	-5.7	0.2	0.1	2.5
CC(C)n1c(O)c(C=NCc2cccnc2)c(=O)[nH]c1=S	nt	1.9	?	nt	-7.0	0.1	0.8	-0.2
Cc1nc2ccccc2c(=O)n1-c1ccc(Br)cn1	-3.0	-3.8	19.8	-1.9	-17.8	0.1	nt	0.4
CN1OC[C@@H]2COc3ccc4ccccc4c3[C@@H]21	-4.7	1.9	-1.3	nt	-6.8	0.0	nt	0.4
O=C(NC(C(Cl)Cl)N1CCOCC1)c1ccccc1 (configuration not stated)	-7.2	0.4	0.7	nt	-21.7	0.0	nt	-0.5
CC[C@]12CCN(CC3(O)CC3)C(Cc3ccc(O)cc31)C2(C)C	7.4	-1.0	9.2	nt	-1.3	nt	nt	-1.2
Cc1cccc(N=Cc2c(O)n(-c3ccccc3C)c(=O)[nH]c2=O)c1	14.2	-1.0	3.3	5.1	-40.8	nt	nt	0.7
C/C=C/c1ccc(C2[C@H]3CNC[C@@H]2N3CC2CC2)cc1 (some centres not stated)	9.8	0.6	-0.7	nt	8.4	0.1	0.0	-1.6
CN1CCC2(CC1)C(C#N)=C(N)NC(S)=C2C#N	3.0&-4.1	47.3*!	12.7	-24.4	-51.1&-68.5	0.0&0.2	nt	0.4&-3.3
COc1ccccc1OP(=O)(Nc1ccc(Br)cc1)Oc1ccccc1OC	-11.3	-0.4	-3.6	7.0	-4.8	0.0	nt	1.9
COC(=O)C1=C(C)NC(C)=C(C(=O)OC)C1c1ccccc1[N+](=O)[O-]	5.3	4.2	11.7	6.5&-12.9	14.1	0.0	1.6	2.9
CN(C)C(=O)Oc1ccc2c(c1)O/C(=C\c1ccc(Cl)cc1)C2=O	11.2	3.6	-1.1	-6.5	1.5	0.0	-0.4	-0.2
Cc1ccc(O)c(C)c1	7.6	-5.4	3.3	-3.4	-14.9	nt	nt	-0.9
O=c1[nH]c(O)c(C=Nc2ccccc2Sc2ccccc2)c(=O)[nH]1	5.8	-1.1	-2.1	nt	-9.2	0.0	0.5	-1.7
Cc1cccc(-n2c(=S)[nH]c3ccccc3c2=O)n1	0.0	0.3	-7.8	4.5	-25.9	0.1	0.6	0.4
Cc1nn(Cc2ccccc2)c(C)c1C=C1C(=O)NC(=S)NC1=O	4.9	3.3	3.5	nt	-45.7	0.0	?	-0.8
Cn1c(O)c(/C=C2\C=Nc3ccc(Br)cc32)c(=O)n(C)c1=O	16.9	-0.6	-1.8	4.1	-64.6	0.3	0.0	0.1
CCOC(=O)C(O)(c1ccc(N=c2ccccn2C)cc1)C(F)(F)F (configuration not stated)	3.7	-1.7	3.3	nt	-14.3	-0.1	nt	1.4
CC12CCC(O)CC1CCC1C2CCC2(C)C(C(=O)CO)CCC12 (configuration not stated)	22.6	4.4	?	-1.3	-9.9	nt	nt	3.8
CN1CC[C@@H]2CN[C@H](c3ccccc3Br)C[C@@H]21	16.9	-47.5	4.5	nt	71.0*	0.5	-0.2	-2.9
CC(=O)O[C@@]12CO[C@@H]1C[C@H](O)[C@@]1(C)C(=O)[C@H](O)C3=C(C)[C@@H](OC(=O)[C@H](O)[C@@H](NC(=O)c4ccccc4)c4ccccc4)C[C@@](O)([C@@H](OC(=O)c4ccccc4)C12)C3(C)C (some centres not stated)	-5.4	1.7	17.5	-1.5	-6.2	nt	nt	1.5
CN1CC(C(=O)c2cccs2)C(c2ccc(Cl)cc2)C1 (configuration not stated)	-12.3	-7.0	-1.5	0.5	-4.6	0.4	nt	-1.5
CC(CCN1CC1)=NNC(=O)Nc1cccc2ccccc12	-0.2	23.4	-2.0	nt	1.6	0.0	0.1	-4.9
O=C(c1ccc2c(c1)OCO2)C1CCCN(CC2CCCCC2)C1 (configuration not stated)	26.8	3.9	-2.6	nt	-6.9	0.9	nt	-2.3
CCCCCN1C(=O)c2ccccc2[C@@]2(C(=O)OCC)Cc3cc(Cl)ccc3[C@@H]12	8.2	3.0	-11.8	nt	7.9	0.9	0.1	4.2
CC(C)CCC1(CCO)C(=O)NC(=S)NC1=O	-2.5	-4.5	-12.0	-4.3	-1.6	0.0	0.0	3.0
Cc1cc2c(s1)NC(=O)CN=C2c1cccs1	17.5	5.5	nt	-1.6	-5.5	nt	nt	nt
COC(=O)COc1cc(C)cc2oc(=O)c3c(c12)CCCC3	0.4	-1.7	0.0	nt	-2.9	nt	nt	1.4
Cc1ccccc1CS(=O)(=O)Cc1ccc(C(=O)N2CCC3(CC2)OCCO3)o1	-7.9	-4.5	-0.4	nt	-8.6	0.1	nt	1.6
COc1ccc(C)cc1NC(=O)N1CCC2(CC1)OCCO2	16.9	0.7	-6.4	nt	2.1	0.0	nt	0.7
CC(C)(C)C(=O)N1Cc2cnnn2-c2ccccc2C1C#N (configuration not stated)	5.6	-3.4	16.1	2.9	-10.7	0.5	-0.4	-3.7
N=c1sccn1Cc1ccccc1F	9.8	-3.1	13.8	-12.8	-5.3	0.0	nt	1.6
COC(=O)[C@@H]1[C@@H](CO)[C@@H]2Cn3c(ccc(-c4ccccc4)c3=O)[C@H]1N2CCc1ccccc1	-2.7	1.8	5.2	-6.4	10.3	0.7	-0.1	-2.7
c1cc(C2N3CCCN2CC3)ccn1 (configuration not stated)	14.8	0.9	2.6	nt	-16.3	0.0	-0.2	0.1
CN1CCc2nc(N)c(C#N)c(-c3ccccc3)c2C1	4.1	-1.9	nt	-2.6	-23.9	nt	nt	2.7
O=C(NCCO)c1nsnc1NCCCl	27.2	-0.9	-11.1	nt	-8.2	0.0	-0.1	0.1
COc1ccc(OC(=O)N(C)C[C@@H]2OCc3cnnn3CCCC(=O)N([C@H](C)CO)C[C@H]2C)cc1	0.0&-1.5	4.2&-2.9&0.0	10.8&13.6&0.3	-13.2&-3.0&-9.5	-6.7&20.2&-13.0	-0.1&0.1	0.1&0.0	-2.5&0.2&-2.6
O=C1/C(=C\c2ccc3c(c2)OCO3)N2CCC1CC2	-2.0	-1.3	-2.2	0.2	-12.1	nt	nt	0.8
COc1ccc(OC)c(-n2c(O)c(C=Nc3c(C)n(C)n(-c4ccccc4)c3=O)c(=O)[nH]c2=O)c1	-3.8	-3.5	-5.8	nt	-22.5	0.0	nt	1.0
CC=Cc1ccc2n(c1=O)C[C@@H]1[C@@H](CO)[C@H](C(=O)OC)[C@H]2N1CC1CCCCC1 (mixture of isomers)	-5.4	0.5	-2.2	-4.4	-3.8	-0.1	0.3	-2.1
O=C(COc1ccccc1)N1CCN(CC2CC=CCC2)CC1 (configuration not stated)	-2.6	-0.7	0.9	4.8	-12.8	0.0	nt	-0.5
COc1cc(C(O)CNC(C)C)cc(F)c1OC (configuration not stated)	-7.9	0.0	1.2	-5.9	-13.9	0.0	0.0	0.0
CCOC(=O)C1(CCCc2ccccc2)CCN(C2CCCC2)CC1	-4.7	1.6	nt	0.4	-2.9	0.0	0.2	-2.3
O=C1NC(=O)C(=Cc2ccc(OCCOc3ccc([N+](=O)[O-])cc3)cc2)C(=O)N1	-8.6	nt	-2.7	nt	-74.8	0.0	4.4	-0.7
N#CC1=C(N)Oc2c(c(=O)oc3ccccc23)C1c1ccc([N+](=O)[O-])o1 (configuration not stated)	-7.2	40.3*	-4.5	nt	-49.2	0.3	4.9	-4.7
O=c1c2ccccc2nc(/C=C/c2ccc(F)cc2)n1-c1ccccc1O	-18.7	3.0	-4.9	-1.9	-98.1	0.1	nt	-0.2
O=C(Nc1cccc(C(F)(F)F)c1)OC1CN2CCC1CC2 (configuration not stated)	2.5	-5.8	5.7	5.7	-3.6	0.2	1.6	1.1
CCOc1ccc([N+](=O)[O-])cc1CNCCc1ccccc1	-16.5	2.1	3.1	-1.7	-8.4	0.5	0.7	-0.7
O=S(=O)(c1ccc(Cl)cc1)c1ccc(Cl)cc1	-11.7	-2.9	-8.7	1.6	3.4	nt	nt	0.4
COC(=O)C1=C(c2c(C)noc2C)C[C@@H]2CC[C@H]1N2C(=O)NCc1ccco1	-2.1	0.5	-9.8	-2.3	-22.1	0.1	0.0	1.8
COC(=O)C1=C(c2ccccc2OCc2ccccc2)C[C@@H]2CC[C@H]1N2C(=O)NCCc1ccc(F)cc1	-34.1	1.6	4.9	5.9	3.1	0.2	-0.1	1.6
CN(C)c1ccc(C=C2C(=O)NC(=S)NC2=O)cc1	-6.0	3.0	-6.9	-1.2	-17.5	0.0	0.0	-3.1
CCOP(=O)(OCC)C(O)c1ccccc1 (configuration not stated)	-2.6	-0.4	-2.9	11.2	-8.0	0.0	5.8	0.5
CCc1c(C)nc(N)nc1N1N=C1SCCOc1ccccc1	5.3	0.6	0.7	3.4	-10.4	0.2	nt	1.0
COC1=CC(=O)O[C@@H](/C=C/c2ccccc2)C1	nt	3.4	-2.7	-13.4	2.5	0.0	1.0	3.5
CCNCC(O)c1cccc(O)c1 (configuration not stated)	nt	-0.6	?	7.0	0.1	-0.2	-2.4	-0.6

Further structures follow:
SMILES	INS-1E GSIS act	Casp6 inh	DENV2 CPE	RAD54 inh	RAD52 anneal inh	XiGFP reactiv	E-selectin induc	CFTR F508del cor
CCN1C[C@]2(C)CC[C@H](O)[C@]34C1[C@H](C[C@H]23)[C@@]1(O)C[C@H](OC)[C@H]2C[C@@H]4[C@@H]1C2O (some centres not stated)	12.8	3.3	1.7	-2.9	-5.6	-0.1	-0.1	4.0
COC(=O)C(O)(c1ccc(NC(=O)NC2CCCCC2)cc1)C(F)(F)F (configuration not stated)	-1.4	2.3	?	7.2	1.6	0.3	nt	nt
C=C1C(C)C2C(Cc3ccccc3)NC(=O)C23C(OC(C)=O)C=CC(C)(O)CC(C)CC=CC3C1O (configuration not stated)	3.5	1.6	6.2	nt	-16.8	0.0	0.4	0.4
CC1(C)CN=C(NCc2ccccc2)S1	-3.8	-2.2	-3.0	4.5	7.1	0.0	nt	-0.6
CCN1C(=O)N(CC)C(=O)C2(Cc3ccccc3N3CCN(c4ccccc4)CC32)C1=O (configuration not stated)	nt	5.4	1.2	6.0	-32.1	0.0	nt	-0.7

Compound activity from PubChem.
